Bioassay records deposited in PubChem by The Scripps Research Institute Molecular Screening Center.
LYPLA2 counter: LYPLA2 inhibitors, primary screen, counter-screen for PME1 inhibitor project, biochemical, fluorescence polarization, FP-Rh probe ABPP; recombinant LYPLA2; inhibition, % at 5.9 µM; 320,000 compounds, 0.38% hits; AID 2177, 2009;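 active = inhibition above the screen-wide mean plus 3 SD, limit set per campaign, cut at about 26% in these data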;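 also: 0% = LYPLA2 with DMSO and 100% = wells lacking LYPLA2 enzyme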
Target sequence (O95372 whole entry, looked up): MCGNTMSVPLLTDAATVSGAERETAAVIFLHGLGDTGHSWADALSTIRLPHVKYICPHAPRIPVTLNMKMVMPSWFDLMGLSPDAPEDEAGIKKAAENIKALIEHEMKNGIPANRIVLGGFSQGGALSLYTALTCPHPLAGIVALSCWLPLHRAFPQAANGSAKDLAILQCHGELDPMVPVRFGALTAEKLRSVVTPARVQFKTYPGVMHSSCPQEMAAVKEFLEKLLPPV
pPAFAH FP inh: pPAFAH enzyme inhibitors, primary screen, biochemical, fluorescence polarization, human. Platelet-activating factor acetylhydrolase (Homo sapiens), Q13093. inhibition, % at 3.39 µM. AID 463082, 2010. 330,000 compounds, 1.5% hits. recombinant pPAFAH, FP-rhodamine probe fluorescence polarization;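 active = inhibition above the mean inhibition across the screen plus 3 SD, cut at about 25% in these data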;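 also: inhibitors block binding of the rhodamine activity-based probe so polarization drops; 0% = enzyme with DMSO and 100% = wells lacking pPAFAH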
Target sequence (Q13093 whole entry, looked up): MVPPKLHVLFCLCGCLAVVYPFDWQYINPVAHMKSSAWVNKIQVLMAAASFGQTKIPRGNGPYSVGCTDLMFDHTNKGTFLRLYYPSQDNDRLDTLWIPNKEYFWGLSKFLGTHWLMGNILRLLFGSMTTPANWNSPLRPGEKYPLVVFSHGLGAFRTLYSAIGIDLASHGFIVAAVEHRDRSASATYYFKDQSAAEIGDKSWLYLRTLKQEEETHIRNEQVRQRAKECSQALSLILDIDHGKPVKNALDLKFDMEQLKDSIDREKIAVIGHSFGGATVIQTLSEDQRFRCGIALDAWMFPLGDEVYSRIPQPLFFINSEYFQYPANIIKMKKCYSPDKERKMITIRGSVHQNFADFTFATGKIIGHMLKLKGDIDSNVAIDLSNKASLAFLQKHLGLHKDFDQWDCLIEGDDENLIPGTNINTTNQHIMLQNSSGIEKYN
ZTA DNA inh: counter-screen for EBNA-1 inhibitors: inhibitors of Epstein-Barr virus ZTA | AID 2234 | inhibition, % at 11 µM | P03206 | ZTA-DNA binding, fluorescence polarization | 320,000 compounds, 0.15% hits; in the data active = inhibition above about 33%
PAFAH1B2 inh: PAFAH1B2 enzyme inhibitors, primary screen, biochemical, fluorescence polarization, human; AID 492953, 2010; Platelet-activating factor acetylhydrolase IB subunit alpha2 (Homo sapiens), P68402; recombinant PAFAH1B2, FP-rhodamine activity probe; inhibition, % at 3.39 µM; 340,000 compounds, 1.2% hits;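 active = inhibition above the mean of all tested compounds plus 3 SD, cut at about 24% in these data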;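 also: 0% = enzyme with DMSO and 100% = wells lacking PAFAH1B2; many of its hits are not listed in these tables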
PAFAH2 FP inh: PAFAH2 enzyme inhibitors, primary screen, biochemical, fluorescence polarization, human; Platelet-activating factor acetylhydrolase 2, cytoplasmic (Homo sapiens), Q99487; recombinant PAFAH2, FP-rhodamine activity probe; inhibition, % at 3.39 µM; 340,000 compounds, 0.99% hits; AID 492956, 2010;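 active = inhibition above the mean over all tested compounds plus 3 SD, cut at about 30% in these data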;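 also: inhibitors block probe labeling of enzyme so polarization drops; 0% = enzyme with DMSO and 100% = wells lacking PAFAH2 protein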
LYPLA1 inh: LYPLA1 inhibitors, primary screen, counter-screen for PME1 inhibitor project, biochemical, fluorescence polarization, FP-Rh probe ABPP. recombinant LYPLA1. inhibition, % at 5.9 µM. 320,000 compounds, 0.16% hits;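 active = inhibition above the mean of all tested compounds plus 3 SD, set per campaign, cut at about 14% in these data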;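 also: inhibitors block serine hydrolase probe labeling of LYPLA1 so polarization falls; 0% = enzyme with DMSO and 100% = wells lacking LYPLA1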
Target sequence (O75608 whole entry, looked up): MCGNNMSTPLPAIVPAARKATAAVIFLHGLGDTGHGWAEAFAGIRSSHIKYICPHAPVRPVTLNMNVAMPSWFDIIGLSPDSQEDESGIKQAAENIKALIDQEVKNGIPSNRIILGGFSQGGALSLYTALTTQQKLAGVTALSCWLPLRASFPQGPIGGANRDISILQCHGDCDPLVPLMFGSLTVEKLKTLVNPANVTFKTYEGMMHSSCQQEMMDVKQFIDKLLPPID
PREPL inh: PREPL enzyme inhibitors, primary screen, biochemical, fluorescence polarization | recombinant PREPL, fluorescence polarization activity-based probe | 320,000 compounds, 0.68% hits | inhibition, % at 5.96 µM | AID 2751, 2010; in the data active = inhibition above about 43%;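 also: 0% = enzyme with DMSO and 100% = wells lacking enzyme; many of its hits are not listed in these tables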
PAFAH1B3 FP inh: PAFAH1B3 enzyme inhibitors, primary screen, biochemical, fluorescence polarization, human. Platelet-activating factor acetylhydrolase IB subunit alpha1 (Homo sapiens), Q15102. recombinant PAFAH1B3, FP-rhodamine probe. inhibition, % at 3.39 µM. 340,000 compounds, 0.28% hits. AID 492972, 2010;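 active = inhibition above the screen-wide average of all tested compounds plus 3 SD, cut at about 25% in these data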;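 also: 0% = enzyme with DMSO only and 100% = wells lacking PAFAH1B3 protein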
EBNA-1 inhibitor: EBNA-1 DNA-binding inhibitors, primary screen, biochemical, fluorescence polarization. inhibition, % at 14.8 µM. 300,000 compounds, 0.34% hits. AID 1950, 2009; in the data active = inhibition above about 28%
Numbers without * were called inactive; x = not tested or not shown. Some of the compounds tested, so the mix of outcomes need not match the whole.

SMILES	LYPLA2 counter	pPAFAH FP inh	ZTA DNA inh	PAFAH1B2 inh	PAFAH2 FP inh	LYPLA1 inh	PREPL inh	PAFAH1B3 FP inh	EBNA-1 inhibitor
O=C1NC2(CCCCC2)C(=O)N1Cc1ccc([N+](=O)[O-])cc1	-5	0	8	9	5	-1	4	3	3
CCOc1ccc(C(=O)Nc2ccc(N3CCN(C(C)=O)CC3)cc2)cc1[N+](=O)[O-]	11	11	14	0	6	3	6	11	1
NC1=NC(=O)C(Cc2cccc(Cl)c2Cl)S1 (stereo not given)	0	-2	6	6	6	1	12	4	8
Cc1nc(C)c(-c2csc(N)n2)s1	2	-6	-5	-1	-4	-2	12	6	-1
O=C1Nc2ccccc2C1Cc1ccc(OC(F)(F)F)cc1 (stereo not given)	-10	0	5	6	7	-4	10	4	-19
CC(=O)Nc1ccc2oc(-c3ccccc3Br)nc2c1	6	-1	-9	2	-7	2	-2	7	2
Cc1nn(C)c(=O)n1-c1ccc(Oc2ccccc2)cc1	8	-4	3	5	7	2	1	8	-9
Cc1ccc(OCC(=O)Nc2cccc3nsnc23)c(C)c1	2	3	4	0	-5	-1	-5	0	11
O=C(Nc1nnc(-c2ccco2)o1)c1ccc(Cl)s1	-2	-1	4	-11	-7	-3	-3	2	7
CCN(CC)C(=O)CSc1nc(-c2ccccc2)cc(=O)[nH]1	1	1	6	2	1	0	5	5	1
COc1ccccc1CNS(=O)(=O)c1ccc2c(c1)CC(C)N2C(=O)C1CC1 (stereo not given)	-5	0	5	5	3	2	-3	4	-18
Cc1ccc(N2CC(C(N)=O)CC2=O)cc1C (stereo not given)	9	4	-2	2	3	5	-2	5	-8
Cc1cc(OCC(=O)Nc2cc(-c3nn4c(C)nnc4s3)ccc2C)ccc1Cl	-4	-2	-7	6	9	-2	13	5	-4
CCOC(=O)c1sc(S(C)(=O)=O)c2c1CC(C)(C)C/C2=N/O	5	-1	6	x	x	-1	-2	x	8
COc1cccc2cc(C(=O)N(C)C)c(=O)oc12	-2	2	-1	-1	-8	-1	-12	7	11
O=c1cc[nH]c2c1ccc1c(=O)cc[nH]c12	2	12	6	9	1	-1	15	31*	0
COC(=O)c1ccc(CSc2nc3c(c(=O)n2-c2ccc(C)cc2)SCC3)o1	1	6	3	3	2	1	27	6	-13
O=C(c1cccc(S(=O)(=O)N2CCCCC2)c1)N1CCCCC1	3	6	6	2	0	0	-2	6	6
COC(=O)c1ccc(OC)c(CN2CCCN(Cc3cc(C)ccc3C)S2(=O)=O)c1	-6	-2	8	4	6	-6	-11	10	13
O=C(CSc1ncn(-c2ccccc2)n1)NCc1ccccc1	3	11	6	1	-1	3	-11	7	-2
CCOc1ccc(-c2csc(N)c2C(=O)OC)cc1	-3	4	-13	2	-4	-1	-2	6	8
Cn1nc([N+](=O)[O-])c(C(C#N)c2nc3ccccc3n2C)c(Cl)c1=O (stereo not given)	6	18	-2	6	10	11	17	1	-3
Cc1c(NC(=O)C2CC(c3c(F)cccc3Cl)=NO2)c(=O)n(-c2ccccc2)n1C (stereo not given)	3	-3	-3	2	2	0	19	4	-2
CCN(CC(=O)NC(C)C)Cc1nc2sc3c(c2c(=O)[nH]1)CCC3	-8	3	0	2	-7	1	9	3	-4
CNCc1ccccc1Sc1cccc(O)c1	7	5	-21	4	-2	3	-20	-2	-13
COc1ccc(-c2cc(C(=O)Oc3ccc([N+](=O)[O-])cc3)c3ccccc3n2)cc1	-3	4	5	-16	-18	-2	-4	-21	9
CCOC(=O)c1cc2cc(OC)ccc2nc1C	5	-1	-5	1	1	1	4	3	0
O=P(O)(CCCP(=O)(O)CCc1ccccc1)CCc1ccccc1	-5	-2	0	5	10	-2	-9	5	6
CCc1c(C)nc2nc(NC(C)=O)[nH]n2c1=O	9	-2	-1	0	-5	-2	16	6	-6
O=C(O)C1=CCNCC1	0	-3	-5	-2	8	-2	3	-2	-10
CC(=NCc1ccco1)c1c(O)n(C2CCCCC2)c(=O)[nH]c1=O	-6	5	-17	-3	-4	1	8	1	5
COC(=O)c1c(C)[nH]c(C(=O)/C=C/c2ccc(C)cc2)c1C	-11	-12	0	5	8	-7	-1	5	1
COc1ccc(N2CCN(C(=S)Nc3ccccc3)CC2)cc1	-3	4	6	10	4	1	5	3	-1
CN(C)/C=N/c1sc2c(c1C#N)CCCC2	-6	-3	2	4	2	-1	5	6	-18
O=C(NC(=S)NCc1ccccc1)c1ccccc1	5	1	-2	4	-7	1	1	0	-6
Nc1c(-c2ccccc2)c(CN2CCOCC2)nn1-c1ccc(F)cc1	0	0	-12	2	2	-6	15	2	2
Cc1cc(NC(=O)c2ccoc2C)no1	0	0	2	8	7	3	24	-2	8
O=C(Nc1nc(-c2cccs2)cs1)c1ccco1	-7	2	5	-1	0	-10	-6	1	-3
COc1ccc(/C=C(\C#N)c2nc3ccc(C)cc3[nH]2)cc1Oc1ccc(C(F)(F)F)cc1[N+](=O)[O-]	0	0	8	0	-3	-5	13	-2	-6
Cc1ccc(O)c(NC(=O)Cc2ccc3ccccc3c2)c1	-1	3	-10	1	74*	-4	4	7	3
Cc1ccc(OCC(=O)NCCC2=CCCCC2)cc1	-3	2	-11	8	4	2	-10	5	2
O=C(NNc1nccc(C(F)(F)F)n1)Nc1cccc(Cl)c1	3	1	9	-2	9	-2	-5	6	5
COc1cccc(CN(C)Cc2nc3cc(C(F)(F)F)ccc3c(=O)[nH]2)c1	-3	5	-18	3	-6	0	-9	-2	0
O=C(NNc1ccc(-c2csnn2)cc1)c1ccccc1C(F)(F)F	2	0	0	1	-3	-2	-6	4	1
CNS(=O)(=O)c1ccc(NS(=O)(=O)c2ccccc2F)cc1	-6	2	21	11	-3	-6	-2	7	3
CC(C)(C)OC(=O)C[C@H]1C/C=C\C[C@H](CC(=O)N(CCO)Cc2ccccc2)C(=O)N[C@@H](c2ccccc2)COC1=O	x	-1	x	4	-5	x	17	-2	x
CSc1nnc(CCNS(=O)(=O)c2ccccc2Br)n1C	9	6	-6	2	12	-2	-12	9	-25
Clc1ccc(-c2cn3nc4c(nc3n2)CCCC4)cc1	0	7	-7	8	8	0	12	6	-3
CN1/C(=C\C(=O)c2cccnc2)C(C)(C)c2ccccc21	1	-5	-8	2	-4	3	1	7	2
CCCCCC(=O)NNC(=S)NC(=O)c1ccccc1[N+](=O)[O-]	-2	2	-5	5	3	-4	-1	4	-5

4 entries picked at random from those above:
SMILES	LYPLA2 counter	pPAFAH FP inh	ZTA DNA inh	PAFAH1B2 inh	PAFAH2 FP inh	LYPLA1 inh	PREPL inh	PAFAH1B3 FP inh	EBNA-1 inhibitor
O=C(NNc1ccc(-c2csnn2)cc1)c1ccccc1C(F)(F)F	2	0	0	1	-3	-2	-6	4	1
COc1cccc(CN(C)Cc2nc3cc(C(F)(F)F)ccc3c(=O)[nH]2)c1	-3	5	-18	3	-6	0	-9	-2	0
CC(C)(C)OC(=O)C[C@H]1C/C=C\C[C@H](CC(=O)N(CCO)Cc2ccccc2)C(=O)N[C@@H](c2ccccc2)COC1=O	x	-1	x	4	-5	x	17	-2	x
CNS(=O)(=O)c1ccc(NS(=O)(=O)c2ccccc2F)cc1	-6	2	21	11	-3	-6	-2	7	3

(further entries)
SMILES	LYPLA2 counter	pPAFAH FP inh	ZTA DNA inh	PAFAH1B2 inh	PAFAH2 FP inh	LYPLA1 inh	PREPL inh	PAFAH1B3 FP inh	EBNA-1 inhibitor
Cc1cccn2c(=O)c(/C=N/O)c(Nc3ccccc3F)nc12	3	-4	5	1	2	2	-7	-5	-9
COc1cc(OC)cc(C(=O)Nc2ccc(Cn3ccnc3)cc2)c1	3	6	-3	6	-3	0	14	-1	-2
Cc1ccc(N(C(=O)CNC(=O)c2ccco2)C(C(=O)NC2CCCCC2)c2ccncc2)c(C)c1 (stereo not given)	3	4	7	0	0	2	0	4	3
CC(C)(C)n1ncc2c(=O)n(Cc3c(F)cccc3Cl)cnc21	8	5	-4	-3	2	-1	-5	4	10
CC(NC(=O)c1cc(S(=O)(=O)N2CCCC2)ccc1Cl)c1ccccn1 (stereo not given)	-4	-7	8	2	-7	-3	9	6	x
Cc1cccc2c(SCC(N)=O)nc(-c3ccccc3)nc12	2	8	1	-3	-1	3	0	10	12
O=C(Nc1c2c(nn1-c1ccc(F)cc1)CS(=O)(=O)C2)c1ccc(Br)o1	3	7	-5	2	7	0	-4	12	14
COc1ccc(-n2c(SCC(=O)NC3CC3)nc3ccccc3c2=O)cc1OC	-5	-1	5	11	2	-1	2	16	x
O=C(C1=C[C@H](C2CC2)C[C@H](OCc2ccc(CO)cc2)O1)N1CCN(Cc2ccc3c(c2)OCO3)CC1	-5	-6	-4	3	-4	-4	33	3	-9
COc1ccc(/C=C2\CC/C(=C\c3ccc(OC)c(OC)c3)C2=O)cc1OC	-7	2	21	1	9	-6	8	-3	-2
O=C(N[C@@H]1c2ccccc2CC[C@@H]1OCc1ccccc1)c1ccc(-c2ccccc2)cc1	x	1	x	3	-11	x	x	7	x
COc1ccc(OC)c(/C=C2\Oc3cc(OCC(=O)N4CCC(C(=O)O)CC4)ccc3C2=O)c1	3	22	7	-4	6	11	7	10	-2
COc1ccc(/C=C/C(=O)OCC(=O)NC2CCCCCCC2)cc1	x	18	x	6	86*	x	29	10	x
CC(C)(C)N(Cc1ccccc1)C(=O)COC(=O)c1ccc2ccccc2n1	x	4	x	8	-6	x	-11	11	x
Cc1noc(C)c1CSCC(=O)Nc1ccc(S(=O)(=O)C(F)F)cc1	1	21	4	8	-7	-1	10	4	-5
Nc1c(C(=O)Nc2ccc3c(c2)OCCO3)nnn1Cc1cccc(F)c1	4	0	7	5	2	0	11	7	35*
CCOCCc1nnc(NC(=O)CCS(=O)(=O)c2ccccc2)s1	-1	4	-10	8	-7	1	4	6	-3
O=c1[nH]c(SCc2ccc([N+](=O)[O-])cc2)nc2[nH]ncc12	2	-2	2	21	6	-1	-11	2	0
C=CCn1c(N2CCCCCC2)nc2c1c(=O)n(C)c(=O)n2C	5	2	11	1	-3	-4	15	3	-8
CCOCCCn1c(=S)[nH]c2cc(C(=O)NCCCN(CC)CC)ccc2c1=O	8	-3	-14	1	1	-1	1	2	-5
CCN(CC)S(=O)(=O)c1cc(NC(=O)CO/N=C(\N)c2ccccc2Cl)ccc1C	-4	2	8	-1	6	-5	-4	4	x
CCOC(=O)/C=C1\SCC(=O)N1CC(=O)Nc1cc(S(=O)(=O)N(C)C)ccc1C	x	2	x	4	1	x	9	5	x
Cc1ccc(S(=O)(=O)N2CCN(CC(=O)N/N=C\c3ccc(Cl)c([N+](=O)[O-])c3)CC2)cc1	8	3	-9	14	3	1	13	5	-4
O=C(O)c1ccccc1C(=O)NCCCn1ccnc1	5	1	10	0	4	1	8	4	4
CCOC(=O)C1CCCN(C(=O)c2cn(CC)c(=O)c3cc(OC)c(OC)cc23)C1 (stereo not given)	3	2	-12	-1	-11	-1	-4	4	-2
Cc1ccc(C(=O)COC(=O)C2CC(=O)N(c3nc(-c4ccccc4)cs3)C2)cc1C (stereo not given)	-6	4	-1	2	1	-5	-8	3	7
CCOC(=O)c1cc(-c2csc(-c3ccc(C(F)(F)F)cc3)n2)on1	-5	-2	-6	0	7	-3	2	-2	-9
